Compound activity as filed in PubChem.
aSyn UTR inh: MLPCN primary screen, SNCA 5' untranslated region; alpha-synuclein 5'UTR reporter, inhibitor activity; inhibition, % (tested at 7.5 µM); actives 0.82% (n = 300,000); in the data active = inhibition above about 60%;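 note: H4 neuroglioblastoma cells stably carrying SNCA 5'UTR luciferase fusion; 0% = DMSO wells and 100% = positive control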
HSP90 refold inh: HSP90 refolding inhibition in rabbit reticulocyte lysate; inhibition, % at 5.6 µM; luciferase refolding luminescence, 3 h; actives 0.91% (n = 290,000);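 active = inhibition above the screen-wide mean plus 3 SD, computed separately per campaign, cut at about 16% in these data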;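 note: 0% = DMSO wells and 100% = 60 µM geldanamycin wells; inhibitors lower the luminescence because luciferase stays unfolded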
PolyA inh: yeast polyadenylation inhibition | S. cerevisiae SKY197-pL101 polyadenylation reporter, beta-gal luminescence; efflux-impaired pdr1/pdr3 knockout yeast; score 100 = 6 SD above DMSO | calls only at 12 µM | actives 0.02% (n = 300,000) | AID 1875;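 active = lowest replicate activity score at least 50, where 100 means six control SD above control mean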;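 note: yeast exposed to compound for 9 h at 30 °C; higher score means more reporter readthrough which indicates perturbed polyadenylation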
HSF1 inhib: HSF1 inhibition | NIH3T3-HGL HSE-luciferase, MG132-induced, luminescence 8 h; stronger effect = lower value | activity change, negative = inhibition, % at 7.5 µM (by protocol) | actives 0.77% (n = 300,000) | AID 2098;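 active = more than half of replicate wells show activity change below -50%, luminescence cut by over half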;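 note: luciferase reports HSF-1 transcriptional activity via heat shock element; 0% = median of DMSO wells and -100% = zero luminescence signal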
GSK3A inh: human GSK-3 alpha kinase inhibition; P49840; actives 0.1% (n = 320,000); ADP-Glo luminescence, 60 min; inhibition, % at 10 µM; AID 2650;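 in the data active = inhibition above about 50%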;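 note: GST-tagged GSK-3 alpha with peptide substrate and 25 µM ATP; 0% = DMSO neutral wells and 100% = GW8510 positive control wells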
Target sequence (P49840 whole entry, looked up): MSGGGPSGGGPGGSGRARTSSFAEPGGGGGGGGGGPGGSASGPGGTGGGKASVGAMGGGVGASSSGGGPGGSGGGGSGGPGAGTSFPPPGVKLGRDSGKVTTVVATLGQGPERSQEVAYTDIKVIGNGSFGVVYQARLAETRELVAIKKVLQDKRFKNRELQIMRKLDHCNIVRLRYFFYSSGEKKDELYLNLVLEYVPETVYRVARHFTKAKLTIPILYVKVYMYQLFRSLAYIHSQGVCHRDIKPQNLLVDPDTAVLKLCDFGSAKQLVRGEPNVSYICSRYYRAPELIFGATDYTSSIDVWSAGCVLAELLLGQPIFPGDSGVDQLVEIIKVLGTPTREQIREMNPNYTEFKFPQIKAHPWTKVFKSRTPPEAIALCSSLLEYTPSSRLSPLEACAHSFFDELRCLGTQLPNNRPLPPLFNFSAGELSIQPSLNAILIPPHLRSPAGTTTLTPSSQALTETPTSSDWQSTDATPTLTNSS
KLF5 inhibitor: suppresses KLF5 promoter-driven expression; actives 0.23% (n = 290,000); inhibition, % at 5 µM; AID 1700; DLD-1 KLF5 promoter-luciferase reporter, luminescence;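 active = inhibition above a per-plate limit of that plate's mean compound inhibition plus 3 SD, cut at about 60% in these data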;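 note: 0% = DMSO wells and 100% = LY294002 at 200 µM; higher means less KLF5 promoter-driven luciferase light; inactives centre near -14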
HSF-1 act: increases HSF-1 driven luciferase reporter signal. NIH3T3-HGL HSF-1 luciferase reporter, MG132, 8 h; 100% = twice DMSO control signal. activation, % at 9 µM. AID 504408. actives 1.7% (n = 300,000);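 active = mean replicate activation of at least 50% with a set share of replicates each reaching 50%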;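 note: 0% = median of the neutral control wells and 100% = twice that signal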
IEC-6 cytotox: kills IEC-6 intestinal cells in KLF5 counter-screen | inhibition, % at 5 µM | actives 0.78% (n = 290,000) | AID 1825 | IEC-6 cytotoxicity, luminescence viability; in the data active = inhibition above about 22%;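 note: 0% = plate median of test compound wells and 100% = cytotoxic reference compound wells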
AI-2 QS mod: modulates the Vibrio harveyi AI-2 quorum sensing system; Vibrio harveyi JMH597 AI-2 luminescence/OD600 ratio, 9 h; stronger effect = lower value; strain lacks LuxN and CqsS sensors; 0 = neutral-control median; activity change, % at 7.5 µM; actives 0.4% (n = 300,000); in the data active = activity change below about -75%, passing the limit was not always enough;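 note: luminescence divided by OD600 gain over 9 h not by final OD600 alone; inactives centre near 13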
GSK3B inh: blocks human GSK3beta kinase activity | P49841 | GST-GSK3beta kinase, ADP-Glo luminescence, 60 min; stronger effect = lower value | activity score (negative = inhibition), % at 10 µM | actives 0.038% (n = 300,000) | AID 2097;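 active = more than half of replicate wells score below -50%, meaning over 50% inhibition versus plate controls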;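 note: 0% = median DMSO wells and -100% = median GW8510 positive control wells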
Target sequence (P49841 whole entry, looked up): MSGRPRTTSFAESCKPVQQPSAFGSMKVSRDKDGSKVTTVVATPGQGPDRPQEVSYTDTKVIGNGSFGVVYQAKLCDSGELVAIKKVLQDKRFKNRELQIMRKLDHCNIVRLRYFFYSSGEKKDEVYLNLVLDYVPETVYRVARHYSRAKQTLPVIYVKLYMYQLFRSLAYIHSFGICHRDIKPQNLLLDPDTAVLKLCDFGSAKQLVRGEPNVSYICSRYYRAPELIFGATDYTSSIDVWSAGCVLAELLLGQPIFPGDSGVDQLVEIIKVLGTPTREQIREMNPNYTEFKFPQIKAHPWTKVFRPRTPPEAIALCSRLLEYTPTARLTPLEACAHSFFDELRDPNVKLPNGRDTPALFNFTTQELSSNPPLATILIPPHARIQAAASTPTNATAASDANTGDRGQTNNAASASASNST
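test system = GST-tagged human GSK3beta kinase, cell-free | reagent = 25 µM ATP with peptide substrate | dosing = one dose of 10 µM per compound | schedule = 60 min reaction, RT | detection = luminescent ADP-Glo measurement of ADP formed | control set = DMSO neutral wells and GW8510 at 20 µM as positive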
Starred values were filed as active, the others as inactive.

What do the screens show for `C=CCOc1ccccc1CN1CCCC(CCC(=O)N(C)CCc2ccccn2)C1` (centres undefined)?
aSyn UTR inh: 0; HSP90 refold inh: -4; PolyA inh: inactive; HSF1 inhib: 3; GSK3A inh: -2; KLF5 inhibitor: -7; HSF-1 act: -2; IEC-6 cytotox: -4; AI-2 QS mod: 0; GSK3B inh: -4

Results for CSc1nc(C)c(CCOC(=O)c2ccccc2)c(=O)[nH]1 ?
aSyn UTR inh: 13; HSP90 refold inh: -2; PolyA inh: inactive; HSF1 inhib: -8; GSK3A inh: -3; KLF5 inhibitor: -6; HSF-1 act: 0; IEC-6 cytotox: -10; AI-2 QS mod: 28; GSK3B inh: -8

Results for Cc1cccc(CNS(=O)(=O)c2csc(C(N)=O)c2)c1 ?
aSyn UTR inh: -10; HSP90 refold inh: 8; PolyA inh: inactive; HSF1 inhib: -10; GSK3A inh: 4; KLF5 inhibitor: 9; HSF-1 act: 2; IEC-6 cytotox: 5; AI-2 QS mod: -7; GSK3B inh: 1

What do the screens show for `CN(CC(=O)Nc1ccc(F)cc1)C(=O)COC(=O)c1cc(S(=O)(=O)N(C)C)ccc1N1CCCC1`?
aSyn UTR inh: 14; PolyA inh: inactive; HSF1 inhib: -68*; GSK3A inh: 3; HSF-1 act: -74

How did COc1ccc(-c2nnc(SCc3c(C)noc3C)n2N)cc1OC do in these assays?
aSyn UTR inh: 15; HSP90 refold inh: 0; PolyA inh: inactive; HSF1 inhib: -12; GSK3A inh: -4; KLF5 inhibitor: -41; HSF-1 act: 3; IEC-6 cytotox: -1; AI-2 QS mod: 12; GSK3B inh: -3

How did Cc1cccc(-n2ncc3c(N4CCCC4)ncnc32)c1 do in these assays?
aSyn UTR inh: 29; HSP90 refold inh: 6; PolyA inh: inactive; HSF1 inhib: 1; GSK3A inh: 0; KLF5 inhibitor: -122; HSF-1 act: 18; IEC-6 cytotox: 2; AI-2 QS mod: 13; GSK3B inh: 4

Results for COc1ccc(-c2cnn3c4c(c(C)nc23)CCN4C(C)C)cc1OC ?
aSyn UTR inh: -70; HSP90 refold inh: 3; PolyA inh: inactive; HSF1 inhib: 12; KLF5 inhibitor: -8; HSF-1 act: 11; IEC-6 cytotox: 1; AI-2 QS mod: 24; GSK3B inh: 3

How did O=C(CCN1C(=O)/C(=C/c2ccccc2Cl)SC1=S)Nc1ccccc1C(=O)O do in these assays?
aSyn UTR inh: -3; HSP90 refold inh: 0; PolyA inh: inactive; HSF1 inhib: 4; GSK3A inh: -9; KLF5 inhibitor: -21; HSF-1 act: 13; IEC-6 cytotox: -13; AI-2 QS mod: 105; GSK3B inh: 10

How did CCCCN1C(=O)/C(=C2\SC(N3CCOCC3)=NC2=O)c2ccccc21 do in these assays?
aSyn UTR inh: -54; HSP90 refold inh: 4; PolyA inh: inactive; HSF1 inhib: 3; GSK3A inh: -5; KLF5 inhibitor: -100; HSF-1 act: 21; IEC-6 cytotox: -1; AI-2 QS mod: 3; GSK3B inh: 3

How did O=C(OCC(=O)N1CCCc2ccccc21)c1cc(S(=O)(=O)N2CCOCC2)ccc1Cl do in these assays?
aSyn UTR inh: 8; PolyA inh: inactive; HSF1 inhib: -9; GSK3A inh: 0; HSF-1 act: -11; AI-2 QS mod: 29; GSK3B inh: -2

What do the screens show for `CC(=O)Nc1ccc(S(=O)(=O)NNC(=O)COc2ccc(C)cc2)cc1`?
aSyn UTR inh: 11; HSP90 refold inh: 3; PolyA inh: inactive; HSF1 inhib: -6; GSK3A inh: 3; KLF5 inhibitor: -45; HSF-1 act: -1; IEC-6 cytotox: -1; AI-2 QS mod: 24; GSK3B inh: 4

How did CCc1c(O)nc(SCC(=O)Nc2ccccc2)n(-c2ccccc2)c1=O do in these assays?
aSyn UTR inh: -24; HSP90 refold inh: 9; PolyA inh: inactive; HSF1 inhib: 3; GSK3A inh: -3; KLF5 inhibitor: -6; HSF-1 act: 7; IEC-6 cytotox: 3; AI-2 QS mod: 11; GSK3B inh: 3

Results for O=C(CN1C(=O)c2ccccc2S1(=O)=O)Nc1ncccn1 ?
aSyn UTR inh: 5; PolyA inh: inactive; HSF1 inhib: -3; GSK3A inh: -1; HSF-1 act: -10; AI-2 QS mod: 21; GSK3B inh: 4

What do the screens show for `Cc1cc(=O)[nH]c2c1cnn2C(C)c1ccccc1` (centres undefined)?
aSyn UTR inh: -6; HSP90 refold inh: 2; PolyA inh: inactive; HSF1 inhib: -2; GSK3A inh: 4; KLF5 inhibitor: -4; HSF-1 act: -3; IEC-6 cytotox: 2; AI-2 QS mod: 10; GSK3B inh: 0

What do the screens show for `O=Cc1ccc(-c2cccc([N+](=O)[O-])c2)o1`?
aSyn UTR inh: -7; HSP90 refold inh: 2; PolyA inh: inactive; HSF1 inhib: 3; GSK3A inh: -2; KLF5 inhibitor: -2; HSF-1 act: 5; IEC-6 cytotox: -1; AI-2 QS mod: -8; GSK3B inh: -3

How did Cn1c(SCc2ccccc2)nnc1-c1cnccn1 do in these assays?
aSyn UTR inh: -131; HSP90 refold inh: 0; PolyA inh: inactive; HSF1 inhib: 6; GSK3A inh: 2; KLF5 inhibitor: -44; HSF-1 act: 1; IEC-6 cytotox: 1; AI-2 QS mod: 7; GSK3B inh: -1

Results for CCOc1ccc(NC(=O)C(C)C(Cc2ccc(C)cc2)C(=O)O)cc1 (centres undefined) ?
aSyn UTR inh: -5; HSP90 refold inh: 0; PolyA inh: inactive; HSF1 inhib: -8; GSK3A inh: -3; KLF5 inhibitor: -9; HSF-1 act: -15; IEC-6 cytotox: -2; AI-2 QS mod: 6; GSK3B inh: 2

Results for Cc1c(NC(=O)c2cc(-c3ccc4c(c3)OCO4)on2)c(=O)n(-c2ccccc2)n1C ?
aSyn UTR inh: 27; HSP90 refold inh: 6; PolyA inh: inactive; HSF1 inhib: -3; GSK3A inh: -2; KLF5 inhibitor: -9; HSF-1 act: -2; IEC-6 cytotox: -5

What do the screens show for `CCC(C(=O)Nc1ccccc1Cl)n1nc(C)c2c(C)n(-c3ccccc3)nc2c1=O` (centres undefined)?
aSyn UTR inh: 1; HSP90 refold inh: -1; PolyA inh: inactive; HSF1 inhib: -5; GSK3A inh: -1; KLF5 inhibitor: -28; HSF-1 act: -9; IEC-6 cytotox: -2; AI-2 QS mod: 10; GSK3B inh: 0

What do the screens show for `CC(NC(=O)C(=O)NCC1CCCO1)c1ccccc1` (centres undefined)?
aSyn UTR inh: 1; HSP90 refold inh: 3; PolyA inh: inactive; HSF1 inhib: 2; GSK3A inh: -1; KLF5 inhibitor: -13; HSF-1 act: 5; IEC-6 cytotox: 6; AI-2 QS mod: 40; GSK3B inh: -3

Results for CCCCc1n[nH]c(=S)n1Cc1ccc(C)cc1 ?
aSyn UTR inh: 21; HSP90 refold inh: -1; PolyA inh: inactive; HSF1 inhib: -3; GSK3A inh: -5; KLF5 inhibitor: -6; HSF-1 act: 7; IEC-6 cytotox: -4; AI-2 QS mod: 12; GSK3B inh: -2

How did O=[N+]([O-])c1ccc(Cl)c2cccnc12 do in these assays?
aSyn UTR inh: -12; HSP90 refold inh: 9; PolyA inh: inactive; HSF1 inhib: -7; GSK3A inh: 0; KLF5 inhibitor: -13; HSF-1 act: 3; IEC-6 cytotox: -3; AI-2 QS mod: 1; GSK3B inh: -2

Results for O=S(=O)(c1ccc(Cl)cc1)N1CCCCCC1 ?
aSyn UTR inh: 11; HSP90 refold inh: -1; PolyA inh: inactive; HSF1 inhib: 1; GSK3A inh: -2; KLF5 inhibitor: -26; HSF-1 act: 1; IEC-6 cytotox: 4; AI-2 QS mod: 3; GSK3B inh: 0

How did O=C(Nc1ccccc1)NC1CCS(=O)(=O)C1 (centres undefined) do in these assays?
aSyn UTR inh: -1; HSP90 refold inh: -2; PolyA inh: inactive; HSF1 inhib: -2; GSK3A inh: -1; KLF5 inhibitor: 4; HSF-1 act: -3; IEC-6 cytotox: 1; AI-2 QS mod: 18; GSK3B inh: 1

What do the screens show for `COC(=O)c1cc(Br)c(=O)n(-c2cccc(F)c2)c1`?
aSyn UTR inh: 20; HSP90 refold inh: -2; PolyA inh: inactive; HSF1 inhib: -10; GSK3A inh: -2; KLF5 inhibitor: -25; HSF-1 act: -30; IEC-6 cytotox: 3; AI-2 QS mod: -3; GSK3B inh: -1

What do the screens show for `CCN1CCc2c(sc(NC(=O)c3cc4ccccc4cc3OC)c2C(N)=O)C1`?
aSyn UTR inh: 34; HSP90 refold inh: -2; PolyA inh: inactive; HSF1 inhib: -51*; GSK3A inh: 8; KLF5 inhibitor: -20; HSF-1 act: -64; IEC-6 cytotox: 27*; AI-2 QS mod: 9; GSK3B inh: -3

How did COc1ccc(N2CCN(CC(=O)N3N=CCC3c3ccccc3)CC2)cc1 (centres undefined) do in these assays?
aSyn UTR inh: 16; HSP90 refold inh: 7; PolyA inh: inactive; HSF1 inhib: 5; KLF5 inhibitor: -26; HSF-1 act: 14; IEC-6 cytotox: -2; AI-2 QS mod: 30; GSK3B inh: 0

How did COc1ccc(-c2nnn(CC(=O)N3CCOCC3)n2)cc1 do in these assays?
aSyn UTR inh: 2; HSP90 refold inh: 5; PolyA inh: inactive; HSF1 inhib: -2; GSK3A inh: 0; KLF5 inhibitor: -28; HSF-1 act: -6; IEC-6 cytotox: -1; AI-2 QS mod: 11; GSK3B inh: 0

How did CSc1nc(NCc2ccco2)c2c3c(sc2n1)CN(C)CC3 do in these assays?
aSyn UTR inh: -21; HSP90 refold inh: -1; PolyA inh: inactive; HSF1 inhib: -4; GSK3A inh: 30; KLF5 inhibitor: -17; HSF-1 act: -12; IEC-6 cytotox: 3; AI-2 QS mod: -6; GSK3B inh: -17

Results for Cc1oc(-c2ccccc2)cc1C(=O)Nc1cccc2ccccc12 ?
aSyn UTR inh: 5; HSP90 refold inh: 2; PolyA inh: inactive; HSF1 inhib: 4; GSK3A inh: -7; KLF5 inhibitor: -3; HSF-1 act: 0; IEC-6 cytotox: -4; AI-2 QS mod: 9; GSK3B inh: -2

Among those listed so far, these contain a thiophene ring, fused or not.
Results for Cc1cccc(CNS(=O)(=O)c2csc(C(N)=O)c2)c1 ?
aSyn UTR inh: -10; HSP90 refold inh: 8; PolyA inh: inactive; HSF1 inhib: -10; GSK3A inh: 4; KLF5 inhibitor: 9; HSF-1 act: 2; IEC-6 cytotox: 5; AI-2 QS mod: -7; GSK3B inh: 1

What do the screens show for `CCN1CCc2c(sc(NC(=O)c3cc4ccccc4cc3OC)c2C(N)=O)C1`?
aSyn UTR inh: 34; HSP90 refold inh: -2; PolyA inh: inactive; HSF1 inhib: -51*; GSK3A inh: 8; KLF5 inhibitor: -20; HSF-1 act: -64; IEC-6 cytotox: 27*; AI-2 QS mod: 9; GSK3B inh: -3

How did CSc1nc(NCc2ccco2)c2c3c(sc2n1)CN(C)CC3 do in these assays?
aSyn UTR inh: -21; HSP90 refold inh: -1; PolyA inh: inactive; HSF1 inhib: -4; GSK3A inh: 30; KLF5 inhibitor: -17; HSF-1 act: -12; IEC-6 cytotox: 3; AI-2 QS mod: -6; GSK3B inh: -17

These rows are one share of the data; rates above refer to the full screens.
